KCNQ1 inh – human KCNQ1 channel inhibition. P51787. CHO-K1 KCNQ1, FluxOR thallium flux fluorescence; hits give high values. B-score at 10 µM. 310,000 compounds, 1.3% hits;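 active = compounds whose thallium flux B-score, printed positive for inhibition, exceeds three library SD while starting fluorescence stays within three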;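 note: channel opened by potassium depolarization with thallium stimulus after 20 min compound exposure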
KCNK9 inh – inhibitors of human KCNK9 two-pore domain potassium channel; Q9NPC2; HEK293 KCNK9, FluxOR thallium flux fluorescence; hits give low values; B-score at 10 µM; 310,000 compounds, 1.2% hits; AID 488922;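 active = ratio B-score over 3 SD below the library mean, with starting fluorescence within 5 SD of its mean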;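 note: negative B-score means less thallium flux so channel inhibition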
KCNK3 inh – human KCNK3 channel inhibition, primary screen; AID 602410; CHO-KCNK3 thallium flux, FluxOR fluorescence; hits give low values; 340,000 compounds, 0.84% hits; O14649; B-score at 10 µM;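 active = B-score under library mean minus 4 SD, starting fluorescence ratio at most library mean plus 5 SD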;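 note: more negative B-score means stronger inhibition of thallium flux through KCNK3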
GSK3 alpha inh – blocks human GSK-3 alpha kinase. P49840. ADP-Glo luminescence, 60 min. inhibition, % at 10 µM. 320,000 compounds, 0.1% hits;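 in the data active = inhibition above about 50%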;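 note: GST-tagged GSK-3 alpha with peptide substrate and 25 µM ATP; 0% = DMSO neutral wells and 100% = GW8510 positive control wells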
hERG rescue – hERG (human) protection from proarrhythmic block; Q12809; CHO-hERG, FluxOR thallium flux, dofetilide IC70 present; activation (rescue from dofetilide block), less the hit threshold, % at 10 µM; 310,000 compounds, 0.51% hits; AID 1511;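 active = activation above the mean of controls blocked by dofetilide plus 5 SD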;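 note: thallium influx through hERG after potassium depolarization seen as dye fluorescence rise; in these data hits start at about 4.7%; inactives centre near -7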
HDAC3 inh – blocks human histone deacetylase 3; recombinant HDAC3, fluorogenic peptide/trypsin coupled, fluorescence; O15379; inhibition, % at 8.3 µM; 320,000 compounds, 0.15% hits; in the data active = inhibition above about 26%, passing the limit was not always enough
Target sequence (O15379 whole entry, looked up): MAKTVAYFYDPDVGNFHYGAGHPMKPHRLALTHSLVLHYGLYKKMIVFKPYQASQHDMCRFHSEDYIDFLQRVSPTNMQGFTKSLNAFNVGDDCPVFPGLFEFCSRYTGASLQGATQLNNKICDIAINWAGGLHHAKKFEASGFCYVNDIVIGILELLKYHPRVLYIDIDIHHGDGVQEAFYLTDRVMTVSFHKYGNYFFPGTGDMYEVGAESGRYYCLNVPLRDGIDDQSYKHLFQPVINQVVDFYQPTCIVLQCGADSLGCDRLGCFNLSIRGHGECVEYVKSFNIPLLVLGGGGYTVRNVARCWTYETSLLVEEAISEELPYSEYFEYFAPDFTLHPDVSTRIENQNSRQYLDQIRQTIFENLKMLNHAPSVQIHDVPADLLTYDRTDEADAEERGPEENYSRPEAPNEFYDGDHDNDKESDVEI
PolyA inh – blocks polyadenylation in yeast reporter cells; S. cerevisiae SKY197-pL101 polyadenylation reporter, beta-gal luminescence; efflux-impaired pdr1/pdr3 knockout yeast; score 100 = 6 SD above DMSO; calls only at 12 µM; 300,000 compounds, 0.02% hits;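 active = lowest replicate activity score at least 50, where 100 means six control SD above control mean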;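 note: yeast exposed to compound for 9 h at 30 °C; higher score means more reporter readthrough which indicates perturbed polyadenylation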
KCNQ1 act – potentiators or activators of human KCNQ1 potassium channel. AID 2648. CHO-K1 KCNQ1, thallium flux FluxOR fluorescence; hits give high values. 310,000 compounds, 0.35% hits. B-score at 10 µM. P51787;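 active = fluorescence ratio B-score, a plate-corrected score, at least three library SD, with initial intensity B-score within 5 SD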
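assay system = KCNQ1-transfected CHO-K1 cells | medium = assay buffer with matched DMSO | probe or stimulus = depolarizing K+/Tl+ stimulus, K2SO4 and Tl2SO4 each 12.5 mM in 5x stock | dosing = single dose | incubation = dye 90 min, compound 20 min, room temperature | detection = kinetic FluxOR fluorescence, 10 s baseline plus 110 s post-stimulus | evaluation = ratio B score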
Dyrk1A ADPGlo – blocks rat Dyrk1A kinase activity | ADP-Glo luminescence, NFATc1 peptide | inhibition, % at 12.5 µM | Q63470 | 310,000 compounds, 0.43% hits; in the data active = inhibition above about 50%;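 note: plate controls were vehicle with enzyme for no effect and no enzyme for full effect; many of its hits are not listed in these tables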
RGS4 act – RGS4 potentiation or activation. B-score at 10 µM. 310,000 compounds, 0.92% hits. HEK293 M3R/inducible RGS4, carbachol calcium flux Fluo4; hits give low values;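 active = B-score of the integrated calcium signal more than 4 SD below the library mean, with starting fluorescence not abnormally high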;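 note: negative B-score means reduced calcium response which marks RGS4 activation or potentiation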
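System – HEK293 FlpIn-TREx cells, stable M3R, doxycycline-inducible RGS4 · Reagent – ECmax carbachol challenge · Times – compound preincubation 20 min at room temperature before agonist · Technique – Fluo4 fluorescence kinetic imaging of calcium · Measure – B score of integrated Fluo4 ratio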
GSK3B inh – human GSK3beta kinase inhibition; 300,000 compounds, 0.038% hits; GST-GSK3beta kinase, ADP-Glo luminescence, 60 min; hits give low values; activity score (negative = inhibition), % at 10 µM; AID 2097; P49841;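 active = more than half of replicate wells score below -50%, meaning over 50% inhibition versus plate controls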;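 note: 0% = median DMSO wells and -100% = median GW8510 positive control wells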
Target sequence (P49841 whole entry, looked up): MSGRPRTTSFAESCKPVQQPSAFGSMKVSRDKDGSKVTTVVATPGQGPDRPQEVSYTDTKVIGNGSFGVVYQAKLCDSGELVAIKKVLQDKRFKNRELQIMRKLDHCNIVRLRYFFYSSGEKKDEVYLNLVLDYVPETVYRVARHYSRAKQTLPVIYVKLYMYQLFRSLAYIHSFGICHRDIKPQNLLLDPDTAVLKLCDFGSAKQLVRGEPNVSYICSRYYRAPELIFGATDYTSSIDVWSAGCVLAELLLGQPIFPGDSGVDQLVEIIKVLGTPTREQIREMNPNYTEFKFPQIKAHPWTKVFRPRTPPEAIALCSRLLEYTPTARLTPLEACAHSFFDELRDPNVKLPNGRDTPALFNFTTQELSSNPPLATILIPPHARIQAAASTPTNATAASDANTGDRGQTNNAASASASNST
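Test system: GST-fused GSK3beta enzyme, cell-free | Quantity: 1.6 ng GST-GSK3beta enzyme per well | Reagent: 25 µM ATP with peptide substrate | Schedule: 60 min enzyme reaction, room temperature | Signal: Luminescent ADP-Glo measurement of ADP formed | Read-out basis: Score relative to plate controls | Control set: DMSO and 20 µM GW8510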
* marks the source's active call; other numbers are inactive results; i = inactive; . = no result given. Only part of the results is shown; rates above refer to the full screens.

SMILES	KCNQ1 inh	KCNK9 inh	KCNK3 inh	GSK3 alpha inh	hERG rescue	HDAC3 inh	PolyA inh	KCNQ1 act	Dyrk1A ADPGlo	RGS4 act	GSK3B inh
COC(=O)[C@@H]1C[C@@]2(O)[C@H](O)[C@H](O)[C@H](O)C[C@H]2N1Cc1ccccc1OS(=O)(=O)c1ccc(C)cc1	i	i	i	-2	-3	-1	i	i	14	i	0
CC(=O)N1CCN(C(=O)c2cccc(S(=O)(=O)Nc3ccc(C)cc3)c2)CC1	i	i	i	-4	-3	-7	i	i	7	i	2
COc1ccc(N2CCN(CCNC(=O)CCNS(=O)(=O)c3cccs3)CC2)cc1	i	i	i	-1	-15	0	i	i	-4	i	0
CC1CC(C)CN(CCCNC(=O)c2nn(C)c3c2CS(=O)(=O)c2ccccc2-3)C1 (centres undefined)	i	i	i	-1	-10	8	i	i	6	i	0
CCN(CC)CCCN1C(=O)C(O)=C(C(C)=O)C1c1cccc(OC)c1 (centres undefined)	i	i	.	.	-16	.	i	i	.	i	1
O=C(O)c1occc1CSc1ccccc1	i	i	i	-6	-8	2	i	i	-6	i	0
CCOC(=O)C(=CNc1cc(C)nn1-c1ccc(C)cc1)C(=O)OCC	i	i	i	-2	-14	-2	i	i	1	i	1
CC(C)CC(=O)NN(C)c1nc(-c2ccccc2)nnc1C(F)(F)F	i	i	i	-1	-2	-14	i	i	3	i	0
CCCN(C(=O)c1ccccc1Cc1ccccc1)C1CCS(=O)(=O)C1 (centres undefined)	i	i	i	-4	-9	0	i	i	-3	i	-5
N#CCCN(Cc1cccnc1)S(=O)(=O)c1ccc(S(=O)(=O)NC2CCCCC2)cc1	i	i	i	-4	2	10	i	i	4	i	2
O=C(Nc1nnc(Cc2c[nH]c3ccccc23)s1)c1ccc(Cl)cc1Cl	i	i	i	0	1	4	i	i	3	i	1
COc1ccc(Oc2ncccc2NC(=O)c2cccc(C)c2C)cc1	i	i	i	-1	-10	0	i	i	.	i	2
COc1cc(CN(C)Cc2ccccc2)cc(OC)c1O	i	i	i	0	-6	4	i	i	1	i	1
COc1ccc(CCNc2nc(-c3cccc(NC(C)=O)c3)cs2)cc1OC	i	i	i	-2	-20	7	i	i	7	i	-2
COc1ccc(S(=O)(=O)N2CCC(C(=O)N[C@@H](C)C(=O)NCc3ccccc3OC)CC2)cc1	i	i	i	-2	-11	1	i	i	7	i	5
Cc1ccc(C(=O)CSc2nnc(CNc3ccc(F)cc3)o2)cc1	i	i	i	-1	-18	-5	i	i	-10	i	6
O=C(NCc1cccnc1)c1ccc(CS(=O)(=O)c2ccc(Cl)cc2)o1	i	i	i	5	-1	3	i	i	-1	i	1
CC(=O)Oc1ccc(C(=O)NC(C)CCc2ccccc2)cc1 (centres undefined)	i	i	i	-3	-7	-15	i	i	.	i	-1
CCOc1cc(Br)ccc1S(=O)(=O)N1CC(C)OC(C)C1 (centres undefined)	i	i	i	-1	-5	1	i	i	-1	i	-7
CS(=O)(=O)c1nc(S(=O)(=O)c2ccc(Cl)cc2)c(NCCCN2CCCC2=O)s1	i	i	i	0	-3	-3	i	i	3	i	3
O=C(NCC(=O)N1CCC2(CC1)NCCc1[nH]cnc12)c1ccc(F)cc1	i	i	i	-3	-5	0	i	i	-3	i	-2
Cc1cc(NC(=O)CSc2nnc(CNC(=O)c3cccc(C(F)(F)F)c3)o2)no1	i	i	i	0	-6	-11	i	i	-8	i	0
COc1cccc(CN(C)C(=O)c2cccc(OC3CCN(C4CCCC4)CC3)c2)c1	i	i	i	-1	-5	-4	i	i	-1	i	-1
COc1ccc(OCC(=O)N/N=C(\C)c2ccc(OC)cc2)cc1	i	i	i	-2	-2	-2	i	i	.	i	1
CCN1C(=O)[C@H]2[C@@H](c3ccc(OC)cc3)N3C(=O)CN(Cc4ccccc4)C(=O)[C@@]3(Cc3ccccc3)[C@H]2C1=O	i	i	i	1	-9	1	i	i	-9	i	-1
C/C(=N\OC(=O)c1ccc(C)cc1)c1sc(C)nc1C	i	i	i	-1	-16	6	i	i	10	i	1
Cc1cc(C(F)F)n2nc(C(=O)Nc3cc(C)on3)nc2n1	i	i	i	0	-12	2	i	i	0	i	0
CCCn1c2ccccc2c2cnn(CC(=O)OC)c(=O)c21	i	i	i	-2	-11	3	i	i	10	i	4
C/C(=N\NC(=O)C1CC1)c1ccc(NC(=O)c2ccc(Br)o2)cc1	i	i	.	.	-7	2	i	i	.	i	-2
OCc1nc2ccc(Cl)cc2[nH]1	i	i	i	1	-16	-1	i	i	9	i	2
C/C(=N/NC(=O)c1ccc(-c2ccccc2)cc1)c1cccc(O)c1	i	i	i	.	-13	3	.	i	1	i	-3
C=CCn1c(SCc2c(C)noc2C)nc2ccccc2c1=O	i	i	i	0	-12	-6	i	i	2	i	-9
CC(OC(=O)C1CSC2(C)CCC(=O)N12)C(=O)Nc1cccc(C#N)c1 (centres undefined)	i	i	i	-1	-10	-1	i	i	12	i	1
Cc1cc(Nc2ccc(Cl)cc2)n(-c2cccc(Cl)c2)n1	i	-8.2*	-9*	2	-14	14	i	i	-2	i	1
CCc1ccc(-c2nc(CN3CCCC(C(=O)O)C3)c(C)o2)cc1 (centres undefined)	i	i	i	-1	-2	1	i	i	2	i	2
COc1cc2c(cc1OC)-c1cc(Nc3ccc4c(c3)OCCO4)nc(=O)n1CC2	i	i	i	3	-5	-2	i	i	49	i	9
O=C(NC1CCCC1)C(=O)N(c1ccccc1F)C(C(=O)NCC1CCCO1)c1cccs1 (centres undefined)	i	i	i	7	-11	4	i	i	-1	i	-2
CC1CC(C)CN(S(=O)(=O)CCNC(=O)c2ccc3c(c2)OCO3)C1 (centres undefined)	i	i	i	0	-11	-6	.	i	-3	i	2
CCCOc1ccc(CN(C(=O)c2cccc(OC)c2)C2CCS(=O)(=O)C2)cc1 (centres undefined)	i	i	i	5	-6	0	i	i	-4	i	0
CCC(CC)NC(=O)COC(=O)CCC(=O)c1cccs1	i	i	i	-1	-5	5	i	i	5	i	3
Cc1cc(/C=C2/NC(=O)N(Cc3ccccc3F)C2=O)c(C)n1C(C)C	i	i	i	-1	-4	5	i	i	6	i	0
COc1cc2[nH]c(-c3ccc(C)cc3)cc(=O)c2cc1OC	i	i	i	1	-7	-42	i	i	2	i	0
CCCOc1cccc(NC(=O)c2c(-c3ccccc3)noc2C)c1	i	i	i	2	-7	-3	i	i	9	i	2
COc1ccccc1-n1cc2c([N+](=O)[O-])cc([N+](=O)[O-])cc2n1	i	i	i	-1	-7	2	i	i	-3	i	-5
CN(C)S(=O)(=O)Oc1ccc(C(=O)Nc2cccc(Cl)c2)cc1	i	i	-8.9*	0	-5	3	i	i	3	i	2
CC[C@H](C)[C@H](NS(=O)(=O)c1ccc(C)cc1)C(=O)N1CCC(C(=O)N[C@H](C(=O)O)C(C)C)CC1	i	i	i	-1	-4	1	i	i	-3	i	1
CC(=O)NCCC(=O)Nc1nc(-c2c[nH]c3ccccc23)cs1	i	i	i	.	-7	.	i	i	-7	i	3
COc1ccc(C)cc1NC(=O)c1ccc(S(=O)(=O)N2CCOCC2)cc1	i	i	i	1	-12	-5	i	i	-1	i	-1
COc1ccc(C(=O)NC(=S)Nc2cc3oc4ccccc4c3cc2OC)cc1	i	i	i	2	-9	7	i	i	-1	i	1
CC1(C)CC(=O)C(C(C2=C(O)CC(C)(C)CC2=O)c2ccc([N+](=O)[O-])cc2)C(=O)C1 (centres undefined)	i	i	i	-2	-5	13	i	i	-1	i	2

2 entries from above, bar-delimited.
Molecule | KCNQ1 inh | KCNK9 inh | KCNK3 inh | GSK3 alpha inh | hERG rescue | HDAC3 inh | PolyA inh | KCNQ1 act | Dyrk1A ADPGlo | RGS4 act | GSK3B inh
CCCOc1cccc(NC(=O)c2c(-c3ccccc3)noc2C)c1 | i | i | i | 2 | -7 | -3 | i | i | 9 | i | 2
COc1ccccc1-n1cc2c([N+](=O)[O-])cc([N+](=O)[O-])cc2n1 | i | i | i | -1 | -7 | 2 | i | i | -3 | i | -5

The listing continues.
SMILES	KCNQ1 inh	KCNK9 inh	KCNK3 inh	GSK3 alpha inh	hERG rescue	HDAC3 inh	PolyA inh	KCNQ1 act	Dyrk1A ADPGlo	RGS4 act	GSK3B inh
Cc1ccc(Cl)cc1NC(=O)COC(=O)C1CCCCC1	i	i	i	-1	-8	-2	i	i	-6	i	-1
O=C1/C(=C/c2cccc([N+](=O)[O-])c2)Oc2cc(O)ccc21	i	i	i	-1	-7	8	i	i	11	i	-3
Cc1cc(C)c(S(=O)(=O)Nc2ccc(N(C)C)cc2)c(C)c1-n1cnnn1	i	i	i	1	-13	8	i	i	-7	i	-3
CCOC(=O)N1CCC(n2c(SCC(=O)NCc3ccccc3)nc3ccccc3c2=O)CC1	i	i	i	-1	-15	4	i	i	-3	i	3
CSc1nnc(-c2ccncc2)n1/N=C/c1cn(-c2ccccc2)nc1-c1ccc(Cl)cc1	i	i	i	-2	-5	1	i	i	.	i	-1
CC(C(=O)NCc1ccccc1Cl)n1cc([N+](=O)[O-])cn1 (centres undefined)	i	i	i	0	-7	-2	i	i	-2	i	.
COc1ccc(C2/C=C\CN(S(=O)(=O)c3ccc4ccccc4c3)CC(=O)N2Cc2ccc(F)cc2)cc1 (centres undefined)	i	i	i	-2	-5	16	i	i	8	i	3
Cc1nc(Oc2cccc(Cl)c2)c2oc3ccccc3c2n1	i	i	i	1	-9	-10	i	i	-1	i	3
CCCC(O)(CCC)C(=O)NNc1ccc(C)cc1	i	i	i	-1	-3	4	i	i	1	i	2
CC1(c2ccc3noc(-c4ccc(F)cc4)c3c2)OCCO1	i	i	i	-1	-4	1	i	i	6	i	1
CN(c1ccc(C(=O)Nc2ccc(CC#N)cc2)cc1)S(C)(=O)=O	i	i	i	-1	-4	-5	i	i	-2	i	-2
Cc1oc(-c2ccccc2F)nc1CS(=O)(=O)CC(=O)NCCN(C)C1CCCCC1	i	i	i	0	-11	9	i	i	8	i	1
O=C(CSc1nc2c([nH]c3ccccc32)c(=O)n1-c1ccccc1)NCC1CCCO1 (centres undefined)	i	i	i	-2	-4	-1	i	i	3	i	0
COc1ccccc1N1C(=O)C(=O)N(C)C1=O	i	i	i	2	-6	1	i	i	-10	i	-6
Cc1cc(=O)[nH]c(NCc2ccccc2)n1	i	i	i	0	-10	0	i	i	0	i	1
CC(C)COc1ccc(Cc2cnc(N)nc2N)cc1	i	i	i	0	-5	3	i	i	0	i	-4

Compound activity (PubChem BioAssay)
